# hiPSC survival – enhancers of single-cell hiPSC survival, primary screen, ATPlite luminescence. 100% = ROCK inhibitor wells, 0% = DMSO. survival enhancement, % at 20 µM. 360,000 compounds, 0.044% hits. AID 602274, 2012; in the data active means survival enhancement above about 18%;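 further: cells exposed to compounds for 16 hours before the ATP read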
# aDG glyco up – activators of alpha-DG glycosylation, primary screen, uHTS, Pro5-aDG cells, AlphaScreen. alpha-DG glycosylation AlphaScreen (IIH6); 0% Pro5, 100% B10-LARGE cell signal. activation, % at 10 µM. 360,000 compounds, 0.22% hits;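 active means activation of at least 8% versus controls, or a plate z-score of at least 8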;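 further: Pro5 are CHO cells carrying HIG-tagged alpha-DG that lacks glycosylation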
# CaV13 ICDI inh – Primary screen for inhibitors of IQ motif and Ca2+-dependent inactivation inhibitor domain binding in CACNA1D, Förster resonance energy transfer in living cells, …. inhibition, % at 12.3 µM. 340,000 compounds, 0.098% hits. AID 743397. HEK cells, CFP/YFP FRET ICDI-IQ, plate reader, 10 min; percent FRET-ratio fall versus neutral wells;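 active means mean replicate inhibition of at least 30% and at least 1% of replicates passing that level; inconclusive means only one of the two criteria is met; inactive means neither criterion is met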;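 further: 0% = median of the neutral control wells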
# Granule exo inh – LAMP-1 surface exposure blockers, TALL-104 cells – cell-based, flow cytometry, MLPCN library, primary screen; inhibition, % at 10 µM; AID 651702, 2012; TALL-104 LAMP-1 surface exposure; cells stimulated with thapsigargin and PMA; 360,000 compounds, 0.66% hits;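 active means inhibition above about 55%, limit read from the data; inconclusive means no clear call, values can overlap the other calls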
# ABCB6 inh MLPCN – ABCB6 transporter inhibitors, primary screen, K562-ABCB6 cells, flow cytometry, MLPCN library; 360,000 compounds, 0.19% hits; fluorescence ratio to DMSO, % at 10 µM; K562-ABCB6 porphyrin accumulation, 1 h; hits give low values;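 active means fluorescence ratio to DMSO below 75%, the collection mean minus 3 SD; inconclusive means too few cells collected in the well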;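 further: signal is porphyrin accumulated inside mitochondria; 100% equals median channel fluorescence of DMSO control wells; lower ratio means ABCB6 inhibition with less porphyrin fluorescence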
# Target sequence (Q9NP58 whole entry, looked up): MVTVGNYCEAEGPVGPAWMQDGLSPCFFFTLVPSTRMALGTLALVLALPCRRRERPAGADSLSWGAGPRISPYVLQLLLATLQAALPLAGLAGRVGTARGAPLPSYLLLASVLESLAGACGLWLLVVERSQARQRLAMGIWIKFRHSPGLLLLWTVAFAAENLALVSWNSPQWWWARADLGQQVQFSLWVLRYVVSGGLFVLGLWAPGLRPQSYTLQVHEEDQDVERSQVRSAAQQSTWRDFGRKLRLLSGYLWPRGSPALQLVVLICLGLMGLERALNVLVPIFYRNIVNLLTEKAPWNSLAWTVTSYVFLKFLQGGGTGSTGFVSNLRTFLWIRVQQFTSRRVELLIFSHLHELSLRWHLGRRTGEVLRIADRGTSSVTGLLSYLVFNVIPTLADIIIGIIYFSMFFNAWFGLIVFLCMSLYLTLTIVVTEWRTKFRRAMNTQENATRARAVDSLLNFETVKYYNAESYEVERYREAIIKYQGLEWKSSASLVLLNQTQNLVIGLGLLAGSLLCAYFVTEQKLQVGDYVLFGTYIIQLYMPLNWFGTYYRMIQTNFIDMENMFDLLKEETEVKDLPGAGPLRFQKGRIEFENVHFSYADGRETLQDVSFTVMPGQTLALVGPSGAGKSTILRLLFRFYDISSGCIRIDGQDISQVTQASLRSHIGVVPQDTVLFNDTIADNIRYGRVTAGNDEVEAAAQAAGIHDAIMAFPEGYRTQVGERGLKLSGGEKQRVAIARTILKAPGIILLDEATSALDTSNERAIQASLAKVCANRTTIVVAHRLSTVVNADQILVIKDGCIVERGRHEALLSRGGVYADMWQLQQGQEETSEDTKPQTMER
# Vif inh – HIV Vif self-association inhibitors, primary screen, imaging, HEK293T, single point; 340,000 compounds, 0.35% hits; HEK293T cells, Vif self-association by quenched fluorescence, 24 h; inhibition, % at 7.49 µM; in the data active means inhibition above about 50%, passing the limit was not always enough; inconclusive means no clear call, values can overlap the other calls; inactive means below about 31%; further: some results filed as inactive read as strong as hits
# PDI turbidity – inhibitors of human PDI, primary screen, biochemical, turbidity, single point, plate reader. Protein disulfide-isomerase (Homo sapiens), P07237. PDI insulin aggregation turbidity, A650, 90 min. inhibition, % at 10 µM. 350,000 compounds, 0.052% hits. AID 588391, 2011;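 active means mean inhibition across replicates of 30% or more, whatever share of single replicates reach that level; inconclusive means mean inhibition below 30% while every single replicate reaches 30%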;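 further: absorbance from insulin aggregation driven by PDI reduction with DTT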
# Glyco luc inh – increase of ERlucT glycosylation luciferase signal, primary screen, N-linked glycosylation inhibitor project, D54 ERlucT cells, luminescence, set 2; D54 ERlucT glycosylation luciferase reporter, 24 h; percent of 100 nM tunicamycin response; reporter increase, % at 12.5 µM; 360,000 compounds, 0.23% hits; AID 588692, 2011;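 active means mean luciferase reporter signal, scaled so untreated is 0 and the glycosylation-blocking control 100, at or above a set limit in every replicate; inconclusive means mean reaches the limit but not every replicate does; inactive means mean below the limit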;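 further: luciferase carries N-glycosylation sites so blocking glycosylation raises the light; 0% = median of neutral control wells and 100% = median of 100 nM tunicamycin wells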
# H9c2 protect – cardioprotection against H2O2-induced cell death, primary screen, uHTS, H9c2 cells, ATPLite luminescence; 360,000 compounds, 0.63% hits; protection from H2O2 cell death, % at 20 µM; H9c2 cardiomyocytes, H2O2 injury protection, 2 h;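 active means compounds giving at least 50% protection of heart cells from peroxide-induced death in the single-dose screen, raw or plate-pattern-corrected value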;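 further: 0% = DMSO wells with peroxide and 100% = DMSO wells without peroxide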
# HTR2A ag – mouse Htr2a agonists via beta-arrestin recruitment, primary screen, cell-based, luminescence; CHO-K1 mHTR2A beta-arrestin complementation; percent of 30 µM serotonin response; 360,000 compounds, 0.66% hits; 5-hydroxytryptamine receptor 2A (Mus musculus), P35363; activation, % at 7.6 µM;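 active means activation above a run cutoff, the mean activation of all tested compounds plus 3 SD, cut at about 14% in these data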;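 further: 0% = plate median of compound wells and 100% = 30 µM serotonin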
# The depositor's hits bear a star; ? = inconclusive; nt = not tested or not shown; & = joins results of further samples; ! = a repeat was not active.
SMILES,hiPSC survival,aDG glyco up,CaV13 ICDI inh,Granule exo inh,ABCB6 inh MLPCN,Vif inh,PDI turbidity,Glyco luc inh,H9c2 protect,HTR2A ag
CCNC(=O)C1CC(=O)N(Cc2ccc3c(c2)OCO3)C(=Nc2ccc(OCC)cc2)S1 (stereo not given),-1.2,0.2,-4,4,88,-7,-3,3,-3,5
Cc1cc(C)cc(NC(=O)c2cnn(-c3ccccc3)c2C2CCNCC2)c1,-3.9,0.5,-3,18,88,3,15,-4,11,-6
CC(C)C1C(=O)N(Cc2cn(CCC3OCCCO3)nn2)CCS(=O)(=O)N1Cc1ccc(-c2ccc(F)nc2)cc1 (stereo not given),1.6,-0.1,-5,-2,98,2,6,0,-6,5
O=c1cc(-c2ccccc2)[nH]n1-c1ccccc1,5.6,-0.2,-7,0,96,-26,4,-1,-9,9
O=C(c1cccc(F)c1)N1CCN(Cc2ccc3c(c2)OCO3)CC1,0.2,0.0,-19,-1,94,-2,0,0,-4,-3
COCCn1c(=NC(=O)CCS(=O)(=O)c2ccccc2)sc2cc(C)ccc21,0.3,-0.1,-3,5,89,nt,1,nt,-8,5
Cc1cc(C(=O)CN2C(=O)NC3(CCCCC3)C2=O)c(C)n1C,0.2,-0.2,-21,17,93,4,-4,-2,-2,0
COc1ccc(C(=O)N/C(=C\c2cn(C)c3ccccc23)C(=O)NCCCn2ccnc2)cc1,-0.1,0.0,-3,0,91,1,7,6,4,-7
CC(=O)Nc1ccc(NC(=O)CSc2nnc3c4ccccc4n(C)c3n2)cc1,2.8,-0.3,-10,-1,96,3,1,0,5,6
CSc1cccc(NC(=S)NCCCN2CCN(c3ccc(F)cc3)CC2)c1,-0.5,0.3,-16,-2,99,-1,8,3,-3,-6
CCCCCCCCN1C(=O)[C@H](CC(=O)NCCCC)C[C@@]2(C(=O)OC)CCCCC=C12,0.1,0.1,-2,-1,97,nt,nt,nt,nt,-2
CCC(=O)N1c2ccccc2C(N(C(C)=O)c2ccccc2)CC1C (stereo not given),0.9,-0.4,-4,-1,87,20,4,15,-1,1
CC(C)(C)c1ccccc1NC(=O)C1=COCCO1,-0.6,-0.2,-6,4,98,-12,-4,1,5,-2
CCOCCCNC(=S)N(Cc1ccccc1)Cc1nc2ccccc2c(=O)[nH]1,-1.0,0.1,-5,3,101,-9,-2,-1,6,-4
O=C(O)CC(C(=O)O)C(c1ccccc1)c1ccccc1 (stereo not given),-0.8,0.0,-6,-6,93,0,6,2,2,3
CCC(=O)c1ccc(OCc2ccccc2)c(OC)c1,0.7,0.0,-9,-5,100,nt,6,-1,-7,1
NC(=O)c1ccc(N2CCCCCC2)c([N+](=O)[O-])c1,2.2,-0.6,6,-13,107,-1,-4,1,5,3
Cc1cccc(Nc2ncnc3c2cnn3Cc2ccccc2)c1,0.9,0.4,-5,-3,103,-5,-14,1,-1,5
Cc1cc(Br)cc(C=Nc2ccc(N3CCOCC3)cc2)c1O,2.5,-0.1,-65,74*,98,-1,0,6,84*,3
O=C(C1COc2ccccc2O1)N1CCN(Cc2ccccc2)CC1 (stereo not given),0.1,-0.2,-3,0,98,13,1,-2,9,-1
COc1ccc2[nH]c3c(N4CCN(Cc5ccc6c(c5)OCO6)CC4)ncnc3c2c1,5.8,8.3*,nt,-4,113,-10,6,7,-8,-7
Cc1ccccc1Cc1n[nH]c(=S)n1N,1.7,-0.2,-5,-2,94,3,-6,3,1,0
Cc1ccc(S(=O)(=O)NCc2ccccc2)cc1C(=O)N1CCN(c2ccccc2)CC1,0.0,0.0,-2,-1,93,15,4,0,-8,-8
CC(C)C[C@H]1CN=C(Nc2ccccc2)N1CCC1CCCC1,-3.0,0.1,-9,2,101,-3,9,-3,-11,2
COc1ccc(Br)cc1CN(C)CC(=O)NCCc1ccc(S(N)(=O)=O)cc1,-0.4,0.0,-2,33,95,-6,-6,-3,-3,6
CCCCc1c(O)c2cccc3c2n(c1=O)CCC3,-0.7,-0.1,-3,-5,99,-3,-4,2,-2,11
COc1cccc(C(C(=O)NC2CCCC2)N(C(=O)c2ccco2)c2ccc(NC(C)=O)cc2)c1OC (stereo not given),-0.3,-0.1,-8,0,96,0,-6,1,0,-1
O=C(NC1CCCCC1)N1CCCCCCC1,-0.5,-0.3,-5,-4,104,-2,-25,-1,-7,5
Nc1nc(CSc2nc3ccccc3s2)nc(N2CCOCC2)n1,-0.2,0.1,6,1,101,-14,-7,0,-4,0
Cc1ccc(S(=O)(=O)N2CCN(C(=O)COC(=O)/C=C/c3ccc(OC(F)F)cc3)CC2)cc1,0.4,-0.1,-6,0,92,?,1,-2,-12,-4
CS(=O)(=O)Cc1ccc(C(=O)NC2CCSc3ccccc32)cc1 (stereo not given),-0.4,-0.2,-2,-15,101,16,-2,0,-5,-1
Cc1ccc(C(=O)N/C(=C\c2ccccc2)C(=O)NCc2ccncc2)cc1,-0.1,-0.1,-12,-1,105,-1,5,1,4,-2
CCCCNc1c(-c2ccc(OC)c(SC3CCCCC3)c2)nc2ccc(C)cn12,-1.8&1.4,0.9&3.5,-4&-5,86*!,122&102,-8,-11,-8,-26,11&9
N#Cc1c2c(c[nH]c1=O)CCN2Cc1ccccc1,4.9,-0.2,-5,20,95,9,-2,1,-2,2
O=C(CNC(=O)c1ccco1)Nc1cc(Cl)ccc1N1CCOCC1,0.1,-0.1,-5,-4,99,4,12,1,2,0
CCc1cccc2[nH]c3cc([N+](=O)[O-])ccc3c12,0.6,-0.1,-11,7,85,-2,-1,0,-11,3
COc1ccc(NC(=O)C2CCCN2C(=O)NCc2ccccc2)cc1 (stereo not given),-1.4,0.3,-4,-2,101,6,4,0,7,3
Cc1cc(C)c(S(=O)(=O)N2CCOC2CNC(=O)C(=O)NCc2ccccn2)c(C)c1 (stereo not given),-0.2,0.4,-6,-4,101,-5,10,1,10,5
CCCOc1ccccc1/C=N/NC(=O)C1CC1,-0.5,0.1,-4,-3,99,0,6,1,2,6
CC(C)(C)c1ccc(C(=O)C2CCCN(C(=O)CCn3cncn3)C2)cc1 (stereo not given),-0.5,0.0,nt,3,99,-7,1,0,-4,3
Cc1ccc(C(=O)NCCc2nnc3c(C(F)(F)F)cc(Cl)cn23)o1,-0.4,0.8,-3,-4,105,1,2,2,5,0
Cc1ccc(NC(=O)CSc2nc(=O)n(CCCN3CCOCC3)c3c2CCCC3)c(C)c1,0.1,0.5,-6,3,101,-3,1,-2,-1,-5
CC(C)C(c1nnnn1Cc1ccco1)N1CCN(c2nc3ccccc3s2)CC1 (stereo not given),-1.5,0.1,-4,0,93,-6,-13,-4,5,-3
Cc1cc(=O)n(Cc2ccc(OC(C)C)cc2)c(=S)[nH]1,-0.6,-0.1,-15,-8,87,8,7,0,2,-1
COc1ccc(CNC(=O)[C@H](C)NC(=O)C2CC(=O)N(c3ccc(OC)cc3)C2)cc1 (stereo not given in full),-0.5,-0.2,-3,-2,102,-1,-5,3,0,1
N#Cc1c(-c2ccccc2)nc(SCc2ccc([N+](=O)[O-])cc2)[nH]c1=O,-0.6,-0.1,-2,2,99,4,-3,0,-2,0
CC(=O)Nc1ccc2c(c1)nc1n2CCSC1,1.7,0.0,-6,-2,100,0,-4,2,0,-2
O=C(Nc1cccc(S(=O)(=O)N2CCCCC2)c1)c1ccc(Cl)nc1,-0.3,0.8,-1,-4,94,-25,1,2,-12,7
CCn1cc(C(=O)N2CCN(c3ccc(C(C)=O)cc3)CC2)c2cc(OC)c(OC)cc2c1=O,0.7,3.1,-2,2,103,-5,0,4,-5,5
CCN(CC)S(=O)(=O)c1ccc(C(=O)NCC2(N3CCOCC3)CCCCC2)cc1,1.2,-0.2,-3,4,102,-2,7,-5,3,-5
Cc1ccc(SCCNS(=O)(=O)c2ccc3c(c2)OCCO3)cc1,4.5,-0.2,0,0,102,-3,-9,1,-9,-10
Clc1ccc(C(c2nnnn2C2CCCC2)N2CCSCC2)cc1 (stereo not given),-0.7,0.4,-7,-1,97,11,4,-3,-3,-4
Cc1ccc2nsnc2c1NS(=O)(=O)c1c(C)ccc2nsnc12,-1.3,-0.2,-5,2,100,-4,2,2,4,-1
Cn1c(N)c(C(C[N+](=O)[O-])c2ccccc2Cl)c(=O)n(C)c1=O (stereo not given),-0.6,0.3,-20,1,98,8,2,-2,1,3
Cc1ccc(N(Cc2ccccc2)C(=O)c2cc(S(=O)(=O)N3CCOCC3)ccc2N2CCCC2)cc1,0.3,-0.3,-5,-4,101,-5,0,1,4,1
O=C1N/C(=C/c2ccco2)C(=O)N1Cc1ccccc1F,-1.2,-0.4,-17,0,116,-1,13,1,12,-3
CCCN(CCC)C(=O)CSc1ncccc1C(=O)O,-0.6,0.1,-3,-2,89,-1,-6,0,-2,0
COc1ccc(S(=O)(=O)N2CCN(C)CC2)cc1C,0.4,0.0,11,5,100,6,nt,4,-9,-4
CC1CCCCC1NC(=O)CCN1C(=O)C2C3C=CC(C3)C2C1=O (stereo not given),-0.1,-0.3,-3,4,98,-3,11,2,13,-2
Nc1nc(SCC(=O)C23CC4CC(CC(C4)C2)C3)n[nH]1,-1.7,0.0,nt,-1,99,-6,2,0,6,6

# Results in Glyco luc inh and HTR2A ag, for two of the compounds above:
Structure	Glyco luc inh	HTR2A ag
CCn1cc(C(=O)N2CCN(c3ccc(C(C)=O)cc3)CC2)c2cc(OC)c(OC)cc2c1=O	4	5
O=C(Nc1cccc(S(=O)(=O)N2CCCCC2)c1)c1ccc(Cl)nc1	2	7

# (list continues)
SMILES,hiPSC survival,aDG glyco up,CaV13 ICDI inh,Granule exo inh,ABCB6 inh MLPCN,Vif inh,PDI turbidity,Glyco luc inh,H9c2 protect,HTR2A ag
Cc1ccc(S(=O)(=O)N2CCCCC2)cc1NC(=O)CNc1ccc(C(F)(F)F)cc1,0.4,0.2,-7,-8,95,-9,0,-4,-6,-11
COc1c(F)c(F)c(C(=O)O)c(Nc2ccc(C)cc2C)c1F,-1.6,-0.1,-3,2,101,18,0,1,6,3
CCc1nc2c(OCc3ccc(OC)cc3)cccn2c1N(C)C(=O)c1ccc(OC)cc1,1.7,0.0,-3,-9,101,-3,0,-2,3,2
O=C(CCSc1ccccc1)N1CCOCC1,-1.1,0.0,0,-4,88,-17,-3,-8,2,0
CCN(CC(=O)Nc1cc(S(=O)(=O)N2CCOCC2)ccc1C)Cc1ccccc1,0.5,0.2,-4,0,90,-11,-1,-3,-9,-5
CCOC(=O)c1c(-c2ccc(C)cc2)csc1NC(=O)c1cccc(N2C(=O)CCC2=O)c1,-0.6,-0.3,-5,5,96,0,-3,-1,4,4
